Source: PubChem BioAssay
RNase H inhibition = RNase H inhibition, HIV 1 Gag Pol polyprotein, FRET biochemical assay, screening (AID 372). HIV-1 RT RNase H, FRET RNA/DNA substrate fluorescence; higher % means a stronger effect. one-dose inhibition, % at 10 µM; IC50 in µM for titrated hits. 100,000 compounds, 0.77% hits; in the data active means inhibition above about 50%
An asterisk follows results filed as active.

No. | Molecule | RNase H inhibition
1 | Cc1ccccc1-c1cc(=O)oc(-c2ccc(Cl)cc2Cl)n1 | 14%
2 | COc1c(Cl)cc(C(=O)Nc2cccc(-c3nc4ncccc4o3)c2)cc1Cl | 5%
3 | CCOc1cccc(N2C(=O)CC(N3CCCCC3)C2=O)c1 (stereo not given) | 1%
4 | CCc1ccccc1N1C(=O)/C(=C/c2cccn2-c2ccccc2)C(=O)NC1=S | 21%
5 | CC(C)(C)CNC(=O)C(=O)NCCc1ccccc1 | 0%
6 | CCSc1nc2c(c(=O)n1Cc1ccc(OC)cc1)C1(CCCCC1)Cc1ccccc1-2 | 8%
7 | Cc1c(Cl)cccc1NC(=O)c1cccc(OCc2ccccc2)c1 | 7%
8 | C=COCn1c2ccc(I)cc2c2cc(I)ccc21 | 0%
9 | COC(=O)COc1ccc(C=O)cc1Br | 11%
10 | O=C(CSc1nnc(-c2cccc(F)c2)n1-c1ccccc1)NCCc1ccccc1 | 26%
11 | Cc1cc(OCC(=O)Nc2ccc(F)cc2)ccc1Br | 0%
12 | COc1ccc(C2NC(=O)NC(C)=C2C(=O)OCC(F)(F)F)cc1OC (stereo not given) | 6%
13 | CCCCOC(=O)C1=C(C)NC2=C(C(=O)CCC2)C1c1cccc(I)c1 (stereo not given) | 7%
14 | Cc1cc(C)n(C(=O)/C=C/c2ccc3c(c2)OCO3)n1 | 12%
15 | O=C(CSCc1cccc(Cl)c1)N/N=C/c1cc2c(cc1Br)OCO2 | 22%
16 | COc1ccc(-c2nc3cc(NC(=S)NC(=O)c4cccc([N+](=O)[O-])c4C)ccc3o2)cc1 | 36%
17 | CCN(CC)c1c(-c2ccccc2)c2cc(C)ccc2[nH]c1=O | 17%
18 | Cc1c(Cl)cccc1N=Cc1ccc([N+](=O)[O-])cc1 | 25%
19 | O=C(COc1ccc(Cl)cc1Br)N1CCN(c2ccccc2)CC1 | 19%
20 | Cc1ccc(OCC(O)Cn2cnc3ccccc32)cc1 (stereo not given) | 0%
21 | COc1ccc(-c2ncnn2-c2cccc(C(F)(F)F)c2)cc1 | 0%
22 | COc1cc(/C=C2\C(=O)NN(c3ccccc3)C2=O)cc([N+](=O)[O-])c1O | 18%
23 | Cc1ccc(/C=C2\C=C(c3ccc(Cl)cc3)OC2=O)o1 | 44%
24 | O=C(NNc1nc(-c2ccccc2)cs1)c1cccc(Br)c1 | 16%
25 | CCN(CC)S(=O)(=O)c1ccc(Cl)c(C(=O)Nc2nnc(-c3ccccc3)s2)c1 | 0%
26 | CCOC(=O)CCc1cc(C(=O)OCC)c(CCC(=O)OCC)cc1C(=O)OCC | 11%
27 | CC(=O)N(/C=C/c1cc[n+](CCCS(=O)(=O)[O-])c2ccccc12)c1ccccc1 | 0%
28 | CC12C=CC(CO)(O1)C1C(=O)N(c3cccc(Br)c3)C(=O)C12 (stereo not given) | 3%
29 | CCCCOc1ccc(C(=O)NC(=S)Nc2ccc(NC(=O)c3cccc(Cl)c3)cc2)cc1 | 11%
30 | Cc1cccc(NC(=O)/C(C#N)=C\c2cccnc2)c1 | 6%
31 | N#CC(C(=O)Nc1cccc2ccccc12)=C1CCCC1 | 18%
32 | Cc1ccc2oc(-c3ccc(C)c(NC(=O)c4ccccc4)c3)nc2c1 | 1%
33 | Oc1[nH]c2ccccc2c1N=NC(=S)N1CCCC1 | 12%
34 | CNC(=O)OC12CC3CC(C)(CC(C)(C3)C1)C2 | 21%
35 | O=c1c2c(nc3n1CCS3)-c1ccccc1CC21CCCCC1 | 8%
36 | CSc1nc(=O)[nH]nc1SCc1ccccc1 | 0%
37 | CCC(=O)NC(c1ccco1)c1ccc2cccnc2c1O (stereo not given) | 6%
38 | Cc1ccc(-n2c(=S)[nH]c3sc4c(c3c2=O)CC(C)(C)OC4)cc1 | 0%
39 | CCCCOc1ccccc1/C=C1/SC(N2CCN(c3cccc(C)c3)CC2)=NC1=O | 17%
40 | Cc1ccc(N2C(=O)/C(=C/c3ccc(O)cc3)C(=O)NC2=S)cc1 | 6%
41 | CCCCCOC(=O)C1=C(C)N(C)C(=O)NC1c1cc2c(cc1Br)OCO2 (stereo not given) | 28%
42 | Cc1nn(CC(=O)Nc2ccc(Cl)cc2Cl)c(C)c1[N+](=O)[O-] | 0%
43 | Cc1cc(Cl)ccc1OCC(O)CN1CCN(C)CC1 (stereo not given) | 8%
44 | CC(=O)Oc1c(Cl)cc(N(C(C)=O)S(=O)(=O)c2cccc([N+](=O)[O-])c2)cc1Cl | 0%
45 | O=C(NCCCN1CCOCC1)/C(=C/c1cccc(Oc2ccccc2)c1)NC(=O)c1ccccc1 | 3%
46 | CCCOc1cccc(C(=O)Nc2sc(CC)cc2C(=O)OC)c1 | 2%
47 | Cc1ccc(NC(=O)C(c2ccccc2)c2ccccc2)c(C)c1 | 7%
48 | Cc1cc(C)c(S(=O)(=O)NCc2ccc(S(N)(=O)=O)cc2)c(C)c1 | 0%
49 | CC(=O)NC1=NC(=O)/C(=C\c2ccc(-c3ccc(C)c([N+](=O)[O-])c3)o2)S1 | 6%
50 | COC(=O)C1=C(C)NC2=C(C(=O)CC(C)(C)C2)C1c1cccc(I)c1 (stereo not given) | 11%

New compounds follow.
No. | Molecule | RNase H inhibition
51 | CCCCCCCCCCNc1c2c(nc3ccccc13)CC(C)(C)CC2=O | 19%
52 | OC(COc1ccc(C23CC4CC(CC(C4)C2)C3)cc1)CN1CCN(c2ccccn2)CC1 (stereo not given) | 7%
53 | O=C(NC(=S)Nc1cccc(-c2nc3cc(Cl)cc(Cl)c3o2)c1)c1ccc(Cl)cc1 | 11%
54 | CCCC1(O)C(C)C(c2ccccc2)NC(c2ccccc2)C1C (stereo not given) | 11%
55 | CCCCN=Cc1c(O)n(Cc2ccccc2)c(=O)[nH]c1=O | 44%
56 | O=S(=O)(c1ccccc1)N1CCN(Cc2ccc3c(c2)OCO3)CC1 | 9%
57 | Cc1ccc(CN2CCN(N=Cc3cc(Br)ccc3O)CC2)c(C)c1 | 17%
58 | Clc1ccc(/C=N/Nc2nc(Nc3ccccc3)nc(Nc3ccccc3)n2)cc1 | 10%
59 | COc1ccc(C(=O)CC2(O)C(=O)Nc3ccc(Br)cc32)cc1 (stereo not given) | 2%
60 | COc1ccc(NC(=O)CCCN(C)S(=O)(=O)c2ccc(C)cc2)cc1 | 0%
61 | Cc1ccc(-c2cc(-c3ccccc3)nc(N/N=C/c3ccc(O)cc3O)n2)cc1 | 4%
62 | CC(=O)N/N=C/c1cc(C)n(-c2ccc(Cl)cc2)c1C | 9%
63 | CC(NC(=O)C12CC3CC(CC(C3)C1)C2)C(=O)N1CCCC1 (stereo not given) | 0%
64 | CCOC(=O)C(CC#CCN1CCCC1)C(=O)OCC | 6%
65 | O=C(NC(Nc1cccc2ccccc12)C(Cl)(Cl)Cl)c1cccs1 (stereo not given) | 16%
66 | O=C(c1ccccc1Cl)N1CCN(c2nc(-c3ccccc3)c3cc(Cl)ccc3n2)CC1 | 21%
67 | Cc1cc(Cl)ccc1NC(=O)c1ccc(CN(c2ccccc2)S(C)(=O)=O)cc1 | 1%
68 | Clc1ccc(/C=C/C=Nc2ccc3oc(-c4ccc5ccccc5c4)nc3c2)cc1 | 6%
69 | COC(=O)c1cccc(NC(=O)c2ccccc2)c1 | 21%
70 | O=c1c(CNc2ccc(F)c(F)c2)coc2ccc(Cl)cc12 | 7%
71 | COc1ccccc1C1=N/C(=C\c2ccc([N+](=O)[O-])cc2)C(=O)O1 | 16%
72 | Cc1ccc(CN2CCN(C(=O)c3ccc(F)cc3)CC2)cc1 | 7%
73 | O=C(CSc1n[nH]c(-c2ccccc2)n1)c1c[nH]c2ccccc12 | 15%
74 | O=C(Nc1ccc2oc(-c3cccc(Br)c3)nc2c1)c1ccc(Cl)c([N+](=O)[O-])c1 | 13%
75 | O=c1oc(-c2cccs2)nc2sc3c(c12)CCCC3 | 26%
76 | O=C1N/C(=N/S(=O)(=O)c2ccccc2)S/C1=C/c1ccccc1O | 18%
77 | CC(=O)Nc1ccc(N/C=C(\C#N)c2nc(-c3ccc(Cl)c(Cl)c3)cs2)cc1 | 47%
78 | COc1cc(/C=C(/C#N)C(=O)NCc2ccccc2)cc(OC)c1OC | 12%
79 | O=C(Nc1ccc2c(c1)OCCO2)c1ccc([N+](=O)[O-])cc1 | 4%
80 | Cc1ccc2nc(SCc3nc4ccccc4[nH]3)[nH]c2c1 | 5%
81 | C=CCc1cc(C=O)cc(OCC)c1OCc1ccccc1Cl | 25%
82 | O=C(Nc1ccccc1Cl)c1cccc(NC(=O)C(c2ccccc2)c2ccccc2)c1 | 15%
83 | COc1ccc(OCCCCOc2ccc(C)cc2)cc1 | 9%
84 | O=C(N/N=C/c1ccc(Br)cc1)c1cc(C2CC2)[nH]n1 | 4%
85 | CS(=O)(=O)N1CCN(Cc2cccc(F)c2)CC1 | 0%
86 | C/C(=N\NC(=O)c1cc(-c2ccc(Cl)cc2)n[nH]1)c1ccc(Br)cc1 | 19%
87 | COc1ccc(Nc2nc(NCc3ccco3)nc(N/N=C/c3cc4c(cc3[N+](=O)[O-])OCO4)n2)cc1 | 24%
88 | C=CC1Oc2cc([N+](=O)[O-])ccc2NC12C=C(C(C)(C)C)C(=O)C(C(C)(C)C)=C2 (stereo not given) | 11%
89 | O=C1c2ccccc2C(=O)N1c1ccc(OCC(O)COC2CCCCC2)cc1 (stereo not given) | 8%
90 | Cc1cc(C)c[n+](C(C)C(=O)c2ccc(-c3ccccc3)cc2)c1 (stereo not given) | 11%
91 | COc1ccc(C(=O)N/N=C/c2ccc(C#N)cc2)cc1 | 0%
92 | CCOc1cccc(C(=O)Nc2ccccc2-c2ccccc2)c1 | 10%
93 | CC(C)Oc1ccc(C(=O)NC(=S)Nc2cccc(NC(=O)c3ccccc3Cl)c2)cc1 | 17%
94 | COc1ccccc1N(CC(=O)NCCSCc1ccccc1)S(=O)(=O)c1ccccc1 | 16%
95 | CCOC(=O)C1=C(C)N=c2s/c(=C\c3ccc(-c4ccc(Cl)cc4[N+](=O)[O-])o3)c(=O)n2C1c1cc(OC)ccc1OC (stereo not given) | 39%
96 | Cc1ccc(C(=O)Nc2ccc3oc(-c4c(F)c(F)c(F)c(F)c4F)nc3c2)cc1 | 52%*
97 | O=C(Oc1cccc(/C=N/NC(=O)c2ccccn2)c1)c1cccc(Br)c1 | 7%
98 | Cc1c(NC(=O)c2cccs2)cccc1-c1nc2ccccc2s1 | 25%
99 | COc1cccc(NC(=O)Cc2ccccc2)c1 | 1%
100 | CC(=O)C1=C(O)C(=O)N(c2ccc(Br)cn2)C1c1ccccc1[N+](=O)[O-] (stereo not given) | 0%

(more compounds)
No. | Molecule | RNase H inhibition
101 | N#CCCn1cc(/C=N/O)c(-c2ccc(-c3ccccc3)cc2)n1 | 6%
102 | CCOc1ccc(/C=C2/Sc3ccccc3C2=O)cc1OCC | 11%
103 | NC(=S)N/N=C/c1ccc(OCC(=O)N2CCCCC2)cc1 | 2%
104 | S=C(c1ccc(-c2ccc(Cl)c(Cl)c2)o1)N1CCOCC1 | 32%
105 | O=C(/C=C/Nc1ccccc1I)c1ccc(Br)cc1 | 2%
106 | O=C(Nc1sc2c(c1C(=O)Nc1ccccc1)CCCC2)c1ccc(F)cc1 | 14%
107 | Cc1ccccc1NC(=O)c1ccc(C)c(S(=O)(=O)NCc2ccccc2)c1 | 0%
108 | O=C(Nc1cccc2nsnc12)c1ccccc1[N+](=O)[O-] | 1%
109 | CN(C)c1ccc(C(=O)NC2CCSC2=O)cc1 (stereo not given) | 1%
110 | CCOc1ccc(N(CC(=O)Nc2ccc(C)cc2C)S(C)(=O)=O)cc1 | 4%
111 | O=C(O)/C=C/C(=O)Nc1cc(Cl)cc(Cl)c1 | 5%
112 | Cc1ccccc1-c1cc(C(=O)NC(C)C)c2ccccc2n1 | 6%
113 | CS(=O)(=O)N(Cc1ccc(C(=O)NCc2ccco2)cc1)c1ccccc1 | 3%
114 | O=C1NN(c2ccccc2)C(=O)/C1=C/c1ccc(F)cc1 | 6%
115 | C/C(=N\NC(=O)CN(c1ccc(C)cc1)S(=O)(=O)c1ccccc1)c1ccccc1O | 10%
116 | COc1ccc(OCCOc2ccc(C=C3C(=O)N(C)C(=O)N(C)C3=O)cc2OC)cc1 | 12%
117 | O=C(Nc1cccc(Cl)c1)ON=C(c1ccc(Cl)cc1)c1ccc(Cl)cc1 | 0%
118 | O=C(NNc1ccccc1)c1ccc(Cl)c([N+](=O)[O-])c1 | 12%
119 | CCOc1ccc(C=Nc2ccc(C)cc2O)cc1 | 2%
120 | CCc1n[nH]c(=S)n1/N=C/c1cc(Cl)ccc1O | 15%
121 | O=C(COc1ccccc1)N1CCNCC1 | 5%
122 | O=C(/C=C/Nc1ccc(Br)c(Cl)c1)c1ccccc1 | 15%
123 | COCCCNC(=O)c1ccc(C(=O)NCCCOC)cc1 | 0%
124 | COc1cc(/C=C2/SC(=S)NC2=O)ccc1OCc1cccc(C)c1 | 43%

15 entries already listed, arranged by molar mass, low to high:
No. | Molecule | RNase H inhibition
121 | O=C(COc1ccccc1)N1CCNCC1 | 5%
111 | O=C(O)/C=C/C(=O)Nc1cc(Cl)cc(Cl)c1 | 5%
114 | O=C1NN(c2ccccc2)C(=O)/C1=C/c1ccc(F)cc1 | 6%
120 | CCc1n[nH]c(=S)n1/N=C/c1cc(Cl)ccc1O | 15%
118 | O=C(NNc1ccccc1)c1ccc(Cl)c([N+](=O)[O-])c1 | 12%
112 | Cc1ccccc1-c1cc(C(=O)NC(C)C)c2ccccc2n1 | 6%
123 | COCCCNC(=O)c1ccc(C(=O)NCCCOC)cc1 | 0%
101 | N#CCCn1cc(/C=N/O)c(-c2ccc(-c3ccccc3)cc2)n1 | 6%
103 | NC(=S)N/N=C/c1ccc(OCC(=O)N2CCCCC2)cc1 | 2%
122 | O=C(/C=C/Nc1ccc(Br)c(Cl)c1)c1ccccc1 | 15%
124 | COc1cc(/C=C2/SC(=S)NC2=O)ccc1OCc1cccc(C)c1 | 43%
110 | CCOc1ccc(N(CC(=O)Nc2ccc(C)cc2C)S(C)(=O)=O)cc1 | 4%
105 | O=C(/C=C/Nc1ccccc1I)c1ccc(Br)cc1 | 2%
115 | C/C(=N\NC(=O)CN(c1ccc(C)cc1)S(=O)(=O)c1ccccc1)c1ccccc1O | 10%
116 | COc1ccc(OCCOc2ccc(C=C3C(=O)N(C)C(=O)N(C)C3=O)cc2OC)cc1 | 12%

Some of the compounds tested (hit frequency here may not be typical).
